# PfHsp40 yeast = compounds rescuing yeast from Plasmodium falciparum HSP40 toxicity; S. cerevisiae expressing PfHsp40, growth rescue, ATP luminescence; growth rescue, % at 12.5 µM; 340,000 compounds, 0.68% hits; AID 504582; in the data active means growth rescue above about 28%, passing the limit was not always enough; inconclusive means no clear call, values can overlap the other calls;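 further: yeast W303a lacking pdr1 and pdr3 grown in galactose medium; growth measured after three days at 30 °C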
# PriA SSB inh = blocks PriA binding to SSB C-terminal tail | 430,000 compounds, 0.6% hits | AlphaScreen SSBct-PriA binding, biotinylated peptide | inhibition, % at 33 µM; in the data active means inhibition mostly above about 37%, no sharp cut-off; inactive means mostly below about 20%;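 further: plate controls were negative control peptide for no effect and reference peptide for full effect; strong numbers were not always called active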
# CCHFV vOTU inh = CCHFV vOTU protease inhibition; Pep-AMC fluorescence; inhibition, % at 11.5 µM; 370,000 compounds, 0.55% hits; AID 651958; in the data active means inhibition above about 30%; further: 0% = vehicle wells with enzyme and 100% = no enzyme wells
# TcdB inh = inhibitors of Clostridioides difficile toxin B glycohydrolase; AID 652162; P18177; inhibition, % at 9.99 µM; TcdB glycohydrolase enzymatic assay, plate reader; 350,000 compounds, 0.24% hits; in the data active means inhibition above about 10%
# BoNT-A LC inh2 = blocks Botulinum neurotoxin A light chain protease. multiplex microsphere protease substrate cleavage, flow cytometry. inhibition, % at 10 µM. 360,000 compounds, 0.17% hits; further: plate controls were buffer without enzyme for full effect and enzyme alone for no effect
# Anthrax LF prot = anthrax lethal factor protease inhibition; multiplex microsphere protease cleavage assay, LF; inhibition, % at 10 µM; P15917; AID 588501; 360,000 compounds, 0.12% hits; further: plate controls were buffer without enzyme for full effect and enzyme alone for no effect
# BH1578 lux ind = inducers of Vibrio cholerae quorum light production without autoinducers. V. cholerae BH1578 lux reporter, luminescence, 6 h. activation, % at 18.7 µM. 350,000 compounds, 0.16% hits. AID 588436; in the data active means activation mostly above about 9.7%, no sharp cut-off; inconclusive means no clear call, values can overlap the other calls; inactive means mostly below about 3.7%; further: not every result past the cut was called active; inactives centre near 0; reference of the scale not given here
# Y pestis TopoI = Y. pestis Topo-I inhibition via cleavage products; 360,000 compounds, 0.064% hits; activity, % at 10 µM; Y. pestis Topo-I cleavage product accumulation, plate reader; in the data active means activity above about 50%, passing the limit was not always enough; inconclusive means no clear call, values can overlap the other calls; further: inactives centre near 2
# VHR inh abs = DUSP3 (human) phosphatase inhibition. inhibition, % at 13.3 µM. P51452. 290,000 compounds, 0.52% hits. recombinant VHR phosphatase, pNPP absorbance. AID 1654; in the data active means inhibition above about 50%; further: some compounds called inactive have numbers as strong as hits
# SARS 3CLpro inh = SARS-CoV 3CLpro protease inhibition; P0C6X7; recombinant SARS-CoV 3CLpro, quenched FRET peptide cleavage; inhibition, % at 6 µM; 290,000 compounds, 0.14% hits; in the data active means inhibition above about 12%
# Numbers without * were called inactive; i = inactive; ? = inconclusive; . = no result given; & = joins results of further samples. Unless noted, no stated cut-off is given here; in the data, active means inhibition above about 30%; inconclusive means no clear call, values can overlap the other calls; inactive means below that. This is a subset, so the mix of outcomes need not match the whole.
SMILES,PfHsp40 yeast,PriA SSB inh,CCHFV vOTU inh,TcdB inh,BoNT-A LC inh2,Anthrax LF prot,BH1578 lux ind,Y pestis TopoI,VHR inh abs,SARS 3CLpro inh
COc1cccc(OC)c1C(=O)N1CCN=C1SCc1cccnc1,2.0,-17,9,.,0.0,1,-0.7,7,29,3
CCOC(=O)C1=C(C)N=C2SC=C(C)N2C1c1ccc(OC)cc1 (stereo unspecified),-2.3,-18,-10,-2.0,-1.1,0,-0.3,5,4,0
CCOC(=O)[C@]12CCCC=C1N(Cc1ccco1)C(=O)[C@H](CC(=O)N1CCN(C(=O)C3CC3)CC1)C2,.,.,-5,0.0,0.0,0,.,.,.,.
COC(=O)c1ccc(NC(=O)C2CCCN(S(=O)(=O)c3cnc[nH]3)C2)cc1 (stereo unspecified),0.1,4,-6,0.5,-0.4,2,-0.1,7,13,2
CC(=O)N/C(=C\c1ccccc1)C(=O)Nc1ccccc1C,-1.1,-4,-1,0.4,0.2,1,-0.3,-2,-12,3
CC(OC(=O)Cn1[nH]c(=O)c2ccccc2c1=O)C(=O)Nc1ccc(F)cc1 (stereo unspecified),1.2,-5,-2,3.2,0.6,-1,-3.8,1,.,.
COc1cc(OC)cc(C(=O)Nc2ccc(S(=O)(=O)N3CCOCC3)cc2)c1,0.8,-9,3,2.4,-1.3,-6,i,-3,-10,-3
CC1(C)CCCC2(C)C1CCC1(C)OC(=O)CCC12 (stereo unspecified),.,.,6,1.7,0.0,-7,-0.3,11,.,.
N#CC1=C(N)C(C#N)(C#N)C(c2cccnc2)C2CC(c3ccccc3)CC=C12 (stereo unspecified),0.5,-13,.,.,0.8,0,25*,-2,14,-8
O=[N+]([O-])c1cccc(S(=O)(=O)N2CCN(S(=O)(=O)N3CCCCCC3)CC2)c1,-0.1,-4,-8,-0.3,-1.2,2,-3.3,10,21,0
CC(C)NC(=O)C(=O)NNC(=O)CCc1ccccc1,0.0,-1,-6,0.5,0.1,-1,i,-1,-18,3
CCOC(=O)C1(C)CCCCCN1C(=O)c1ccc(OC)cc1 (stereo unspecified),.,.,-5,1.0,0.3,-4,1.2,6,.,.
CCOC(=O)C1=C(C)Nc2ncnn2C1c1ccc(N(C)C)cc1 (stereo unspecified),-0.2&-1.8,7,-14&7,4.6&0.8,0.2&-0.1,-6&-4,-0.5,4&-8,2,-1
CN1CCN(C(=O)c2c(O)c3cccc4c3n(c2=O)CCC4)CC1,-1.0,-6,-12,.,-0.2,1,i,-6,12,1
COc1ccc(C(=O)N2CCc3ccccc32)cc1S(=O)(=O)N1CCOCC1,-0.9,1,-2,2.4,-3.7,-7,i,6,.,.
COc1ccccc1NC(=O)COC(=O)[C@@H]1CCCN1C(=O)c1cccs1,-0.3,-12,3,-0.9,-0.8,1,i,0,36,4
O=C(Nc1ccc(OCC(=O)N2CCOCC2)cc1)c1ccccc1F,-0.3,-9,-4,-1.5,-0.3,-2,0.6,-2,-12,1
COc1ccc2cc(C[C@@H]3CC[C@@H](CNC(N)=O)O3)ccc2c1,38*,-9,-7,0.6,0.0,-6,-1.1,-1,.,.
Cc1ccc(-n2c(/C=C/c3ccccn3)nc3ccccc3c2=O)cc1,-1.9,-6,19,0.0,-1.4,2,-1.5,-1,9,7
Cc1cccc2cc(C#N)c(NCCNC(=O)COc3ccccc3)nc12,1.4,2,7,1.2,1.0,-8,-0.4,-2,-10,4
CCOC(=O)c1ccc(Oc2coc3cc(O)ccc3c2=O)cc1,0.8,-3,-33,-1.0,-11,-6,i,8,5,5
Nc1c(C(=O)Nc2ccccc2)sc2nc(-c3cccnc3)ccc12,.,.,-4,1.1,.,.,.,.,15,0
O=C(CSc1nnc(-c2ccco2)o1)N1CCN(c2ccccc2)CC1,-0.2,8,-4,1.4,0.1,-2,-0.5,?,10,0
O=S(=O)(NCc1ccc2c(c1)OCO2)c1cccc2nsnc12,-0.9,-2,-6,1.0,-1.4,3,-0.2,6,-11,2
CCCCc1c(CCC)c(=N)c2ccccc2n1C,-0.1,-8,-9,.,3.0,4,-0.4,2,6,-5
O=C(Nc1cccs1)OCCN1CCN(Cc2ccccc2)CCC1=O,0.6,-1,-7,-0.3,-0.5,-4,-1.3,8,9,1
C/C(=N\NS(=O)(=O)c1ccc(C)cc1)c1cccs1,-0.9,.,1,.,0.4,-3,.,2,30,1
Cc1ccc(CN2C(=O)CCC2C(=O)NCCCN2CCCC(C)C2)cc1 (stereo unspecified),-0.4,1,-1,.,0.0,-4,-0.1,-7,2,2
OC1(CNCc2ccccc2)C2CC3CC(C2)CC1C3 (stereo unspecified),-0.4,-13,-8,-0.1,2.2,0,-0.9,7,4,-4
O=C(Nc1nc2ccccc2[nH]1)c1ccccc1OC(F)F,-0.6,-2,12,1.4,-0.4,-3,-0.1,0,-3,-1
COc1ccc(OC)c(C(=O)Nc2ccc3[nH]ccc3c2)c1,-0.1,0,-2,1.1,-0.9,-2,i,-1,.,.
Cc1n[nH]c(=O)c2c(NC(=O)CSc3ccc(F)cc3)oc(C)c12,-1.0,-1,-1,-0.2,6.3,0,1.6,10,.,.
O=C1CN(C(=O)CN2C(=O)NC3(CCCCC3)C2=O)c2ccccc2N1,-0.8,-3,-6,0.6,4.4,-2,-0.2,-7,13,1
COC(=O)c1ccc(NC(=O)Cc2ccc(F)cc2)cc1,1.4,-4,-4,1.8,0.4,-4,-0.3,12,25,1
CC(NCCOCCOc1ccccc1)c1ccccc1 (stereo unspecified),-0.3,6,-15,-0.2,-0.8,-2,-0.4,9,-11,-1
O=C(Oc1ccc(Cl)cc1)c1ccc(COC(=O)c2cnccn2)cc1,1.0,-7,.,.,0.7,-8,-0.3,-3,24,5
CC(=O)Nc1ccc(SCC(=O)c2cc(C)ccc2C)cc1,1.9,4,14,1.6,-8.1,-3,i,0,2,0
NC(=O)COC(=O)CC(NC(N)=O)c1ccc(Cl)cc1 (stereo unspecified),-0.5,-16,3,0.5,-1.1,-3,-0.3,4,0,1
c1csc(-c2noc(CN3CCN4CCCC4C3)n2)c1 (stereo unspecified),0.9,-8,1,0.0,-0.7,-1,-0.2,1,35,-2
COc1ccc(-c2nnn(CC(=O)N(c3cccc(O)c3)C(C)C(=O)NC3CCCC3)n2)cc1OC (stereo unspecified),1.1,-2,-9,0.8,-1.3,-8,-0.2,11,34,4

# Compound profiles, from the list above.
# Profile of CCOC(=O)c1ccc(Oc2coc3cc(O)ccc3c2=O)cc1 → PfHsp40 yeast: 0.8; PriA SSB inh: -3; CCHFV vOTU inh: -33; TcdB inh: -1.0; BoNT-A LC inh2: -11; Anthrax LF prot: -6; BH1578 lux ind: i; Y pestis TopoI: 8; VHR inh abs: 5; SARS 3CLpro inh: 5
# Profile of CC(NCCOCCOc1ccccc1)c1ccccc1 (stereo unspecified) → PfHsp40 yeast: -0.3; PriA SSB inh: 6; CCHFV vOTU inh: -15; TcdB inh: -0.2; BoNT-A LC inh2: -0.8; Anthrax LF prot: -2; BH1578 lux ind: -0.4; Y pestis TopoI: 9; VHR inh abs: -11; SARS 3CLpro inh: -1

# The listing continues:
SMILES,PfHsp40 yeast,PriA SSB inh,CCHFV vOTU inh,TcdB inh,BoNT-A LC inh2,Anthrax LF prot,BH1578 lux ind,Y pestis TopoI,VHR inh abs,SARS 3CLpro inh
O=C(COC(=O)C1CCC(N2C(=O)C3C4CCC(C4)C3C2=O)CC1)c1ccc(F)cc1 (stereo unspecified),-1.0,-6,-6,2.7,-1.2,-8,-7.8,-3,23,-3
CCN[C@H]1C[C@H](C)S(=O)(=O)c2sc(S(N)(=O)=O)cc21,-0.1,-3,8,0.1,0.2,1,i,-1,.,.
CCn1c(CC(=O)Nc2ccc(C)c(Cl)c2)nnc1SCCOc1ccc(OC)cc1,-1.2,-4,-4,.,-1.9,-6,-2.9,1,33,5
CC1CCN(Cc2nnnn2CCCC(=O)NC(c2ccccn2)C(F)(F)F)CC1 (stereo unspecified),-1.5,-13,-8,4.3,-5.1,0,i,7,0,-6
COc1ccc(C(=O)Nc2ccc(S(=O)(=O)N3CCCC3)cc2)cc1[N+](=O)[O-],7.3,-6,5,1.2,1.9,3,i,5,-2,-5
COc1ccc(Cc2nn3c(-c4cc(OC)c(OC)c(OC)c4)nnc3s2)cc1,1.2,-14,8,.,-0.3,-7,-6.7,40,20,-6
O=C(NCCS(=O)(=O)c1ccc(Br)cc1)c1ccc(F)cc1,-0.6,-8,2,-1.5,2.5,-2,i,-6,28,6
CCNC(=O)C1(C)CCCN1C(=O)c1ccc2c(c1)OCO2 (stereo unspecified),.,.,-2,-4.3,-0.1,0,0.3,-8,.,.
O=C(c1cccnc1)N1CCN(C/C=C/c2ccccc2)CC1,0.4,0,-10,0.9,-0.6,-3,i,8,29,2
O=C(COC(=O)/C=C/c1cccc(F)c1)NC(=O)NCc1ccccc1,1.3,-14,7,0.5,-0.2,-13,i,19,.,.
Cc1ccccc1-c1ccnc2[nH]n(-c3ccccc3)c(=O)c12,-1.2,0,5,1.1,-3.7,3,-0.4,-6,.,-1
NCCCCCc1nnc(SCc2ccc(Cl)cc2Cl)o1,0.9,-15,7,.,?,?,-0.4,9,24,-6
CCCCNC(=O)c1onc(CSc2cccc(OC)c2)c1C(=O)NCCCC,7.6,-76,16,0.5,-0.4,3,1.7,43,.,.
COC(=O)c1[nH]c2cc(OC)c(OC)cc2c1NC(=O)c1cccc(OC)c1,-0.7,-5,5,.,-0.1,-5,i,-1,19,1
CCOC(=O)C1CCCN(c2c(NCCc3cccc(C)c3)c(=O)c2=O)C1 (stereo unspecified),-1.0,-15,13,1.0,-0.2,0,-0.5,9,13,1
CCCCn1c(N)c(N(CC)C(=O)c2cc(Br)ccc2Cl)c(=O)[nH]c1=O,1.1,-12,1,1.6,-0.3,-6,-0.4,7,18,3
O=C(NNC(=O)c1ccccc1O)c1ccc(NS(=O)(=O)c2ccc(F)c(F)c2)cc1,3.2,-3,-5,0.5,1.5,-2,0.3,0,.,.
CS(=O)(=O)c1ccc(Cl)c(NC(=O)CSc2n[nH]c(N)n2)c1,1.0,-9,-14,3.8,-2.1,3,i,-5,.,.
CCc1ccc(C(=O)C(C)OC(=O)Cn2[nH]c(=O)c3ccccc3c2=O)cc1 (stereo unspecified),-0.4,0,7,0.5,-3.1,1,i,25,.,.
O=[N+]([O-])c1ccccc1/C=N/N1CCN(c2ccncc2S(=O)(=O)N2CCCCC2)CC1,21,.,3,.,-1.5,-4,-0.1,40,2,-4
CC(=O)NCc1ccc(C(=O)CSc2nnc(-c3ccncc3)n2Cc2ccccc2)o1,0.2,-19,.,.,0.4,-4,-3.0,5,-10,-8
COc1ccc(C(=O)Cn2nnc(-c3ccccc3NC(=O)c3ccco3)n2)cc1,-0.1,-16,-12,.,-0.7,3,-1.7,-8,8,1
N#Cc1cc(C(=O)c2cc(Cl)ccc2O)cn(-c2ccccc2)c1=O,1.3,-3,20,.,0.0,-2,-0.3,16,-7,1
COC(=O)[C@]12CCCCC=C1N(Cc1ccc(Cl)cc1Cl)C(=O)[C@H](CC(=O)NCCCCc1ccccc1)C2,.,.,33*,1.3,-1.4,-2,.,.,.,.
CCCn1c(N)c(N(CCOC)C(=O)CSCC(=O)Nc2ccc(C)cc2)c(=O)[nH]c1=O,-1.8,-4,0,1.4,-0.9,-1,i,3,.,.
Cc1occc1-c1nnc(SCC(=O)NC2CCCCC2C)o1 (stereo unspecified),0.4,-11,5,4.3,-1.7,-2,i,-4,.,.
CC(=O)NS(=O)(=O)c1ccc(NC(=O)c2cc(-c3ccc(C)c(C)c3)nc3ccccc23)cc1,-0.7,-1,19,.,-0.2,1,-0.5,-7,-12,2
Cc1ccc(C(=O)Nc2ccccc2C(=O)NCC2CCCO2)cc1 (stereo unspecified),0.6,0,-3,-0.5,-1.0,-1,0.7,10,4,-10
CCOC(=O)C1C(=O)C=C(c2cccs2)CC1c1ccccc1C (stereo unspecified),5.3,-4,10,.,0.2,-1,-0.4,25,5,2

# Screening results: PubChem BioAssay, several laboratories
